SMARCA2 act = activators of SMARCA2 function. MG213 cells, MMTV-luciferase reporter, dexamethasone, overnight. activation, % at 9.1 µM. AID 652017. 370,000 compounds, 1% hits; in the data active means activation above about 7.8%;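 further: 0% = vehicle wells and 100% = reference activator wells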
hcDAF12 agonist = activators of H. contortus DAF-12 nuclear receptor. HEK293 hcDAF-12 lit1-tk-luc reporter, luminescence; 0% DMSO, 100% Δ7-dafachronic acid. activation, % at 6.8 µM. 370,000 compounds, 1.4% hits;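 active means activation above the mean of all tested compounds plus 3 SD, cut at about 5.5% in these data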;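 further: 100% = response to 3 µM Δ7-dafachronic acid high control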
DAX1 inh-1 = inhibitors of DAX1 repression of SF-1 activated StAR promoter; HEK293T StAR-luciferase reporter, SF-1/DAX-1 repression relief; inhibition, % at 6.8 µM; 370,000 compounds, 1.1% hits; AID 652010;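 active means inhibition above the mean over all tested compounds plus 3 SD, cut at about 3.6% in these data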;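 further: 0% = DAX-1 cells with DMSO and 100% = cells lacking DAX-1 with DMSO; higher inhibition means more luminescence from relief of DAX-1 repression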
ssDAF-12 act = activators of S. stercoralis DAF-12 nuclear receptor; HEK293 ssDAF-12/GRIP1 lit1-tk-luc reporter, luminescence; % of 3 µM dafachronic acid response; activation, % at 6.8 µM; 370,000 compounds, 1% hits; AID 652126;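 active means activation above the mean over all tested compounds plus 3 SD, cut at about 0.9% in these data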;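 further: 0% = DMSO-only wells and 100% = 3 µM delta7-dafachronic acid wells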
PLCb3 inh = PLC-beta3 (human) inhibition, primary screen | Purified PLC-beta3, fluorogenic substrate, fluorescence | inhibition, % at 12.2 µM | 370,000 compounds, 0.18% hits; in the data active means inhibition above about 11%;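 further: 0% = median of compound wells on plate and 100% = full blocker control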
Target sequence (Q01970 whole entry, looked up): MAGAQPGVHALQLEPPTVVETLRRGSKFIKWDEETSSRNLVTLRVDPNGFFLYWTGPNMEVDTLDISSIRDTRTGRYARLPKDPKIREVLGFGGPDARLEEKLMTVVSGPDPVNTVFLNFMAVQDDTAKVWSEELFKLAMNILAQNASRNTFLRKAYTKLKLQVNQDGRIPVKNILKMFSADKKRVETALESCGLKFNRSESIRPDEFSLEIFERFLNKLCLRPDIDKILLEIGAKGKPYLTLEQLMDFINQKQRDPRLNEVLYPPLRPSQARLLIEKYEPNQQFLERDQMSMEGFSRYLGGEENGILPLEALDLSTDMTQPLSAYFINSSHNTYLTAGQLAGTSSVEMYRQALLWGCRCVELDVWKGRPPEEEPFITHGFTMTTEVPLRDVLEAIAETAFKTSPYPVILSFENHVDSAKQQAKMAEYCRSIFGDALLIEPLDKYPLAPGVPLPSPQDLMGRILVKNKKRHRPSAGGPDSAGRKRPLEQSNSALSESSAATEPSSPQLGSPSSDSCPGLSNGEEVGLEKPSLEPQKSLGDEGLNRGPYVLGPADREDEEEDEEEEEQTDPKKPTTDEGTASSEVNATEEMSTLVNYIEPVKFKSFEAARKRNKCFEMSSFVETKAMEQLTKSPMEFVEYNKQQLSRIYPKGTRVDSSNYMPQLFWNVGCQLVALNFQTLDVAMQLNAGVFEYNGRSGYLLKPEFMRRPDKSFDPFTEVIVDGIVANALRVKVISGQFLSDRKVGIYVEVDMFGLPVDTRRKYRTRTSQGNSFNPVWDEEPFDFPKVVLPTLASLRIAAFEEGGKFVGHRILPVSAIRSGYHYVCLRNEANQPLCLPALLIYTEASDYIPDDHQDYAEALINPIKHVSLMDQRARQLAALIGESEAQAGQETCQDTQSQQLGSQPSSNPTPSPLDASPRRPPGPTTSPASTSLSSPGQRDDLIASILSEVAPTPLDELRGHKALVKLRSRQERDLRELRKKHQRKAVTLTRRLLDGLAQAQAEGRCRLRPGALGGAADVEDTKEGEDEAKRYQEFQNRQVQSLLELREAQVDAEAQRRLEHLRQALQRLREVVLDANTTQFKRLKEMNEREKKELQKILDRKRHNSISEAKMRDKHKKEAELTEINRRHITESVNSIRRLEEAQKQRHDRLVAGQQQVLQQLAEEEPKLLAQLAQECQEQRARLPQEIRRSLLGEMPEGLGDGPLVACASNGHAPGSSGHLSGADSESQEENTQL
DAX1 inh-2 = inhibitors of human orphan nuclear receptor DAX1 (NR0B1); inhibition, % at 6.75 µM; HEK293 Gal4-DAX1 luciferase reporter, luminescence; 340,000 compounds, 0.99% hits; AID 504766; P51843;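 active means inhibition above the mean over all tested compounds plus 3 SD, cut at about 4.2% in these data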;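 further: 0% = DAX1-transfected cells with DMSO and 100% = empty-vector control cells with DMSO; inhibition shows as a rise in luminescence from relieved DAX1 repression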
PG9 Ab binder = PG9 antibody binding by small molecule; 360,000 compounds, 0.43% hits; TR-FRET gp120-PG9 antibody binding; AID 624416; inhibition, % at 6.7 µM; in the data active means inhibition above about 8.5%
NR1D1 modulator = Rev-erb alpha (human) modulation. activity, % at 10 µM. Rev-erbα–FITC-DNA binding, fluorescence polarization, 90 min. AID 1259318. 370,000 compounds, 0.79% hits. P20393;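 active means activity above about 14%, limit read from the data; passing the limit was not always enough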;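 further: 0% = DMSO wells with 35 nM protein and 100% = DMSO wells with 750 nM protein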
sPLA2-III inh = Blocks human group III sPLA2 activity. Q9NZ20. QFRET BODIPY PC-A2 liposome hydrolysis, fluorescence. inhibition, % at 12.2 µM. 370,000 compounds, 0.56% hits;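 active means inhibition above mean plus 3 SD of compounds lying within the high and low control bounds, cut at about 19% in these data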;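 further: 0% = median of test compound wells and 100% = no enzyme DMSO wells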
FXN GAA850 act = frataxin GAA850 promoter activation. HEK293 lucGAA850 FXN promoter luciferase reporter, 24 h; percent of 10 µM SAHA response. activation, % at 6 µM. 360,000 compounds, 0.56% hits;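 active means activation above the average of all compounds screened plus 3 SD, cutoff fixed separately per campaign, cut at about 7.5% in these data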;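 further: 0% = DMSO wells and 100% = 10 µM SAHA wells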
hgDAF-12 ag = agonists of H. glycines DAF-12 nuclear receptor | 370,000 compounds, 1.8% hits | activation, % at 6.8 µM | HEK293 GAL4-hgDAF12 UAS-luciferase reporter, agonist luminescence; normalized to butyrate control;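 active means activation above a cutoff set at the mean of all screened compounds plus 3 SD, cut at about 10% in these data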;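 further: 0% = DMSO wells and 100% = sodium butyrate wells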
Active calls of the source: *; x = not tested or not shown; & = joins results of further samples. No enrichment for hits. About 7% of those tested had a hit in this group.

Second line of a record: hgDAF-12 ag	hcDAF12 agonist	SMARCA2 act	PG9 Ab binder	DAX1 inh-1	PLCb3 inh	DAX1 inh-2	ssDAF-12 act	sPLA2-III inh	NR1D1 modulator	FXN GAA850 act
1: COc1ccc(NC(=O)CCNC(=O)N2CC(=O)Nc3ccccc32)c(OC)c1
→ -2.7	1.6	-2	-1.2	0.2	-6	0.8	-0.6	-1	-2	0.6
2: CCCCn1c(N)c(N(CCOC)C(=O)CCN2C(=O)C3CC=CCC3C2=O)c(=O)[nH]c1=O (centres undefined)
→ 3.4	0.2	-2	-0.9	-0.7	-4	-0.7	-0.9	3	1	0.9
3: CC(C)[C@H](NC(=O)c1ccccc1)C(=O)NC1=NCCS1
→ -0.4	-2.2	-2	-1.1	1.0	1	2.3	-0.8	-3	2	-0.1
4: O=C(O)c1ccc2c(c1Sc1ccccc1)C(=O)c1ccccc1C2=O
→ -0.4	3.2	-2	-1.0	0.0	-9	x	-0.9	14	-14	x
5: COc1ccc(C(C)C)cc1S(=O)(=O)N1CC(C)OC(C)C1 (centres undefined)
→ 1.1	0.1	-1	2.2	0.9	-6	1.4	-1.3	1	1	-0.9
6: COc1ccc(CC(=O)NCCc2cnc[nH]2)cc1
→ 0.1	-1.5	-2	0.3	0.1	1	1.1	-1.3	0	3	-0.2
7: CC(=O)NC(C)C(=O)N1CCCC1C(=O)N1CCCC1C(=O)NC(C)C(=O)NC1C(=O)NC(CC(C)C)C(=O)NC2CCCCNC(=O)CCC(C(=O)NC(Cc3ccc(O)cc3)C(=O)O)NC(=O)C3CCC(=O)OCC(NC(=O)C4CCCN4C(=O)C(Cc4c[nH]c5ccccc45)NC2=O)C(=O)NC(CC(=O)OC1C)C(=O)NC(Cc1c[nH]c2ccccc12)C(=O)N3 (centres undefined)
→ -1.5	-1.4	-3	x	0.2	2	x	-0.1	-14	0	x
8: O=C(NCc1ccco1)c1nn2cccnc2c1Cl
→ -1.7	-1.0	-2	0.0	0.7	-11	-0.8	-0.8	10	-1	-0.3
9: Cc1ccc(C2=NOC(=O)/C2=C\C=C\c2ccccc2)cc1
→ 0.9	2.1	-3	0.7	0.2	-11	-0.9	-1.0	6	-6	5.1
10: CN(C(=O)COC(=O)c1ccc(S(=O)(=O)N2CCCC2)cc1)c1ccccc1
→ -0.6	-0.5	-4	1.1	-0.3	1	-0.5	-1.6	1	8	0.2
11: CC(NC(N)=O)C(=O)NCC(=O)OCc1ccccc1 (centres undefined)
→ 1.0	-0.3	-3	0.0	-0.1	-2	1.0	-1.2	16	0	-1.8
12: COc1cc(/C=N/NC(=O)CN(Cc2ccccc2)S(=O)(=O)c2ccc3c(c2)OCCO3)ccc1O
→ -2.1	-0.9	-2	0.7	-0.6	-5	0.3	-1.6	-20	2	-1.5
13: O=S(=O)(c1ccc(Br)cc1)N1CCOC12CCCCC2
→ 2.1	0.8	-1	-1.9	-0.6	3	x	-1.1	2	-1	-2.1
14: CC1CC(C)(C)C2=NCCN21 (centres undefined)
→ -1.4	0.6	4	-1.7	-1.0	1	0.0	-1.4	1	1	0.0
15: O=C(CCN1CCN(Cc2ccccc2)CC1)Nc1cccc(Br)c1
→ -2.4	-3.4	1	-1.0	0.1	1	-0.7	-1.5	-10	-8	-0.7
16: CSCC[C@H](NC(=O)COc1ccc(Cl)cc1Cl)c1nc2ccccc2[nH]1
→ 0.9	0.1	-3	-0.5	-1.1	9	-1.9	-1.9	-9	3	-2.5
17: CCOC(=O)N1CCN(C(=O)C[C@H]2C[C@@]3(C(=O)OC)C(=C[C@H](C(C)C)O[C@@H]3C3CC3)N(Cc3ccco3)C2=O)CC1
→ -1.6	-2.1	-3	x	-0.6	2	x	-1.4	-4	-3	x
18: C=CCn1c(Cc2cccs2)nnc1SCC(=O)NC1CC1
→ -2.2	0.1	0	-2.0	2.0	-1	-0.3	-0.2	2	-7	0.0
19: O=S1(=O)N[C@@H](Cc2ccccc2)COc2cccc(N3CCSCC3)c21
→ -1.8	-0.5	-3	-0.1	1.3	1	x	-1.5	1	5	x
20: COc1cc(/C=C2\SC(=S)N(NC(=O)c3ccncc3)C2=O)ccc1O
→ 0.1	-0.5	-3	-7.5	-0.2	-36	-0.9	-1.5	7	5	1.1
21: O=C(CCl)N1CCN(S(=O)(=O)Cc2ccccc2)CC1
→ -1.2	-1.4	1	-0.3	-2.4	-9	-0.6	-0.5	12	4	-10
22: C[C@@H]1CN([C@H](C)CO)C(=O)CCCn2nncc2CO[C@H]1CN(C)C(=O)c1ccccc1
→ 13*	-0.1	-1	-0.6	0.1	1	0.0	-0.8	1	11	-0.5
23: Cn1c(SCCC(=O)O)nnc1-c1ccncc1
→ -0.6	-0.6	-2	-0.4	0.2	2	-0.3	-1.5	5	8	1.1
24: CN(C(=O)c1ccncc1)C1CC(C)(C)N(O)C(C)(C)C1
→ 0.3	-0.3	-1	-1.2	0.6	5	0.4	-0.9	0	3	-0.6
25: CC(C)c1nc(SCC(=O)NC2CCCC2)c2c(=O)n(C)c(=O)n(C)c2n1
→ 0.1	-0.6	-1	-0.5	0.6	-5	2.6	-1.3	8	7	1.9
26: Cc1cc(C)cc(Nc2nc3c([nH]2)c(=O)n(C)c(=O)n3C)c1
→ -0.9	-1.1	-1	-5.0	-0.4	-2	0.4	-1.5	1	6	-0.8
27: COc1ccccc1N(CC(=O)NC1CCCCC1)C(=O)CNC(=O)c1cccs1
→ 3.7	-0.6	0	2.4	-0.1	-4	2.1	-1.3	-2	1	-2.0
28: CC1CCCCC12NC(=O)N(Cn1nnc3ccccc3c1=O)C2=O (centres undefined)
→ 0.3	-1.3	-1	-1.6	-0.5	4	0.5	-0.7	5	-4	-0.2
29: CC(CCC(=O)O)C1CCC2C3C(O)CC4CC(O)CCC4(C)C3CC(O)C12C (centres undefined)
→ -2.3&-2.4	-0.4&-1.2	-2&1	-1.2&-1.3	0.3&0.0	1&2	-0.2	0.8&-0.9	-13&-7	3&-2	0.7&1.1
30: CCOc1ccc(NC(=O)c2ccc(Cl)c(NC(=O)c3ccco3)c2)cc1
→ 0.2	-1.8	-1	0.7	-0.3	-3	2.3	-1.4	-2	2	1.1
31: COc1ccc(CC(=O)NNC(=O)c2ccccn2)cc1
→ 2.6	-0.2	0	-1.3	-0.3	-4	1.4	-0.5	0	1	4.3
32: Cc1ccc(OCCNC(=O)c2cc(C3CC3)nc3c2cnn3C(C)C)cc1
→ -1.0	-2.0	0	-0.6	-0.1	-19	-0.2	-1.2	7	-3	1.3
33: COc1cc(SC)ccc1C(=O)OCc1nc2ccsc2c(=O)[nH]1
→ 2.8	-1.8	0	2.7	0.1	-13	-0.4	-1.3	8	-3	-0.5
34: CCCCCCOc1ccc(OCC(O)CN2C(=O)NC(C)(C)C2=O)cc1 (centres undefined)
→ 5.0	0.6	0	-1.4	1.2	0	-0.4	-0.8	4	-6	6.5
35: O=C(NCc1ccc(F)c(F)c1)C1Cc2c(-c3ccc4c(c3)OCO4)ccnc2O1 (centres undefined)
→ 4.4	-0.4	-3	0.5	-3.7	-3	x	-1.7	-6	-6	-3.8
36: COc1nc(C#N)c(N2CCOCC2)o1
→ 2.2	-0.5	2	1.1	0.8	2	-0.6	-1.6	-1	-4	0.6
37: CCCCn1nc(CC(=O)O)c2ccccc2c1=O
→ 0.3	1.2	-3	0.5	-0.3	1	0.2	-0.7	11	-1	-1.1
38: COc1ccc(C2C3=C(CC(C)(C)CC3=O)Nc3c2c(=O)[nH]c(=O)n3Cc2ccccc2)cc1OC (centres undefined)
→ -0.4	3.5	-4	-1.2	0.0	-97	0.3	0.1	-44	-1	-4.3
39: O=C(COC(=O)c1cc(S(=O)(=O)N2CCOCC2)c(Cl)cc1Cl)Nc1ncc(C(F)(F)F)cc1Cl
→ -0.8	-0.9	-3	0.1	-0.4	-2	0.5	-0.3	8	9	1.8
40: Cn1c(=O)c2c(nc(-n3ccnc3)n2Cc2ccc(Cl)cc2Cl)n(C)c1=O
→ -3.9	-3.3	-3	2.4	0.1	3	-0.8	-2.4	2	1	-1.4
41: COc1ccc(S(=O)(=O)N(C)c2ccc(C(=O)N3CCN(C)CC3)cc2)cc1
→ 1.0	-0.1	2	-0.8	-1.0	-6	-0.6	-0.9	2	-2	0.8
42: O=C(COC(=O)CCN1C(=O)/C(=C\C=C\c2ccccc2)SC1=S)Nc1ccc(Br)cc1
→ -7.0	-3.8	-5	0.8	-0.4	-3	-0.2	-2.0	-5	0	-8.0
43: COC(=O)c1cc(OC)ccc1-c1ccc(OC)cc1
→ 1.9	-0.9	0	-0.3	0.3	-99	-1.2	-1.2	7	-2	2.1
44: COc1ccc(NC(C(=O)Nc2cccc(C(C)=O)c2)c2ccccc2)cc1 (centres undefined)
→ -2.4	-0.6	4	-0.8	-0.5	0	-0.7	-1.6	-8	0	-1.8
45: CCOC(=O)c1[nH]c(C)c(C(=O)OCC(=O)N(Cc2ccccc2)C(C)C)c1C
→ -0.1	-3.2	0	-0.6	-2.3	-7	-0.5	-1.2	-17	-4	-1.3
46: Cc1nc(NCCCN2CCOCC2)c2cnn(-c3ccccc3)c2n1
→ 12*	4.3	2	-3.3	1.6	7	1.0	-0.2	1	0	2.7
47: COc1ccc(NC(=O)COC(=O)c2ccc3c(c2)OCCO3)cc1
→ 3.9	0.2	-4	-1.1	-1.6	-3	-0.1	-1.1	8	-3	0.4
48: CC(C)CNS(=O)(=O)c1ccc(CCC(=O)NCc2ccncc2)cc1
→ 3.4	-0.6	-2	-0.6	0.1	-7	0.7	-0.7	-1	7	1.3
49: O=C(NCCN1CCC(n2c(=O)[nH]c3ccccc32)CC1)c1ccc2ccccc2c1
→ 5.2	-2.6	-1	-0.5	0.3	1	x	-0.6	-12	6	x
50: CCCCN(C)C(=O)CSc1nc(NCc2ccc(OC)cc2)c2ccccc2n1
→ -3.0	-3.2	-3	-2.6	-0.3	-2	0.4	-0.8	-11	1	0.2
51: Cc1ccc(CNC(=O)COC(=O)c2ccc(Br)o2)cc1
→ -0.9	-0.5	2	-1.4	0.4	-6	0.2	-1.0	2	-9	0.8
52: COc1ccccc1NC(=O)CNC(=O)c1ccc(F)cc1
→ -2.9	-1.6	0	0.7	-0.8	-4	-0.4	-0.7	7	-4	0.8
53: Oc1ccc(Br)cc1-c1ccnn1-c1ccccc1
→ 0.2	-1.6	0	-1.4	-0.6	-4	1.2	-1.2	-14	1	0.6
54: O=C(Nc1ccccc1C(=O)N1CCOCC1)c1ccncc1
→ -2.3	-1.7	0	1.4	0.5	2	0.4	-1.3	2	4	1.2
55: CN(CCCC(=O)Nc1ccc(OC(F)F)cc1)S(=O)(=O)c1ccc(F)cc1
→ -1.4	-1.1	-3	1.2	-0.4	-5	-2.1	-1.1	-16	7	1.2
56: CCC(C)[C@H](NC(=O)C1CC(=O)N(c2ccc3c(c2)OCCO3)C1)C(=O)N1CCCCC1 (some centres undefined)
→ -2.5	-1.7	0	-2.2	-0.9	-4	-0.2	-1.1	-3	-3	-0.9
